IDE exosite inh – insulin-degrading enzyme (human) exo-site inhibition. 17,000 tested, 6.3% active. z-score at 20 µM. purified IDE, FL-6b probe fluorescence polarization; stronger effect = lower value. AID 1259349. P14735;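 active = z-score of -3 or lower, meaning strong loss of probe binding signal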;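 note: His-tagged human IDE residues 42-1019 made in E. coli with 30 nM FL-6b probe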
Target sequence (P14735 42-1019 limits assumed): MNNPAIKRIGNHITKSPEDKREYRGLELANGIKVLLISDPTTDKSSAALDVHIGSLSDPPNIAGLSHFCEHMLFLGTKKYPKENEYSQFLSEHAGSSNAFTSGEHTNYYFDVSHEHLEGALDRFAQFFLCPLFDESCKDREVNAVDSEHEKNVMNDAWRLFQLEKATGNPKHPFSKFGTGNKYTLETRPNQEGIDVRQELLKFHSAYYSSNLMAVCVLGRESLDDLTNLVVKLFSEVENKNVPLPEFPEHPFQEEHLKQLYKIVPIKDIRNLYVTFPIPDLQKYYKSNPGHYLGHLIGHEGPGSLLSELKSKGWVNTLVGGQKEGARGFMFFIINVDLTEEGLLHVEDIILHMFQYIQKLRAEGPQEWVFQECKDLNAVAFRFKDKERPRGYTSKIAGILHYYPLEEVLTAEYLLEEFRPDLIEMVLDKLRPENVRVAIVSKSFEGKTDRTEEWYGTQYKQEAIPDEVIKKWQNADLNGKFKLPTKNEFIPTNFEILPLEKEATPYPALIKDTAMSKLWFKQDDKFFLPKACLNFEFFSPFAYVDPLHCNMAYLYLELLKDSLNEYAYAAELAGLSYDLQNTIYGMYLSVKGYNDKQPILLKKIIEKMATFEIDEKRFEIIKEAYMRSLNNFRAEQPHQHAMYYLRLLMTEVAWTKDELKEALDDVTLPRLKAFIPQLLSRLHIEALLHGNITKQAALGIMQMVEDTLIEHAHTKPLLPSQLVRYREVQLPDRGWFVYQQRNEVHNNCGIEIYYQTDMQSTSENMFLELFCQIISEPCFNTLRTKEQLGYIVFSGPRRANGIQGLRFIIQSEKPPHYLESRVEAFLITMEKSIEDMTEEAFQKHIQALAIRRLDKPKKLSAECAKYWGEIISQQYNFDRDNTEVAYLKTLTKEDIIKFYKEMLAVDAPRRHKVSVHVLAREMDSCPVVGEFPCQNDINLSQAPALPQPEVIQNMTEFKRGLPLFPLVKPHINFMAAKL
An asterisk follows results filed as active; & = joins results of further samples. A portion of the library, so the mix of outcomes need not match the whole.

SMILES	IDE exosite inh
CCC(=O)N1CC(=O)N2[C@H](CO)[C@H](c3ccc(-c4ccc(C#N)cc4)cc3)[C@H]2C1	-0.89
Cc1noc(C)c1S(=O)(=O)Nc1cccc2c1O[C@@H](CN(C)Cc1ccc(C(F)(F)F)cc1)[C@@H](C)CN([C@H](C)CO)C2=O	1.6
CN(C)CC#Cc1ccc([C@H]2[C@@H](CO)N3CCCCN(S(=O)(=O)c4ccccc4)C[C@H]23)cc1	1.3
CO[C@H]1CN(C)C(=O)c2ccc(NC(=O)Nc3ccccc3Cl)cc2OC[C@@H](C)NC[C@H]1C	0.81
OC[C@H]1[C@@H](c2ccc(Br)cc2)[C@H]2CNCCCCN21	0.18
O=C1CN(S(=O)(=O)c2cccc(F)c2)C[C@H]2[C@@H](c3ccc(C4=CCCC4)cc3)[C@@H](CO)N12	0.089
C[C@H]1CN([C@@H](C)CO)C(=O)c2cc(NC(=O)Cn3cnnn3)ccc2O[C@H]1CN(C)Cc1ccc(C(=O)Nc2ccccc2N)cc1	0.61
COc1cccc(CN2[C@@H]3CNC[C@H]2C3c2ccc(-c3ccc(C#N)cc3)cc2)c1 (some centres undefined)	0.55
CN1C[C@H]2[C@@H](c3ccccc31)[C@@H](CO)N2C(=O)C1CCOCC1	1.6
COc1ccc(NC(=O)N(C)C[C@H]2OCCCC[C@@H](C)Oc3ccc(NC(=O)c4ccncc4)cc3C(=O)N([C@H](C)CO)C[C@H]2C)cc1	0.088
CCc1cnc(N2[C@H](C#N)[C@@H](c3ccc(C#Cc4ccccc4F)cc3)[C@H]2CO)s1	-1.2
O=C(Cc1ccccc1)N1CC(=O)N2[C@@H](CO)[C@@H](c3ccc(Br)cc3)[C@@H]2C1	1.1
O=C(C[C@H]1CC[C@H](NS(=O)(=O)c2ccccc2F)[C@@H](CO)O1)NCCCN1CCOCC1	0.13
Cc1ccccc1-c1ccc([C@@H]2[C@@H](CO)N3CCCCN(S(=O)(=O)c4ccc(F)cc4)C[C@H]23)cc1	2.4
COc1ccccc1NC(=O)N1CCCCN2[C@H](CO)[C@H](c3ccc(C#CC4CCCC4)cc3)[C@@H]2C1	2.6
COc1ccc2c3c(n(C)c2c1)[C@@H](CO)N(Cc1ccccc1F)CC31CCN(C(=O)C2CCOCC2)CC1	-2.7
C[C@@H]1CN([C@H](C)CO)C(=O)c2ccccc2-c2ccccc2CO[C@H]1CN(C)C(=O)[C@@H]1CCCN1C	0.58
COc1ccc(S(=O)(=O)N(C)C[C@@H]2Oc3c(cccc3N(C)C)C(=O)N([C@@H](C)CO)C[C@@H]2C)cc1	0.72
COCC(=O)N(C[C@@H]1N[C@@H](CO)[C@H]1c1ccc(-c2ccccc2)cc1)C(C)C	0.76
O=S(=O)(Cc1ccccc1)N1[C@@H]2CNC[C@H]1C2c1ccc(-c2ccccc2)cc1 (some centres undefined)	-0.66
Cc1ccccc1S(=O)(=O)N1CC(=O)N2[C@@H](CO)[C@H](c3ccc(C#Cc4ccccc4)cc3)[C@@H]2C1	1.9
COCC(=O)Nc1ccc2c(c1)C(=O)N(C)[C@H]1CC[C@@H](CC(=O)NCCCN(C)C)O[C@H]1CO2	-1.2
O=C(C[C@@H]1CC[C@H]2[C@@H](COC[C@H](O)CN2S(=O)(=O)c2cccc(F)c2)O1)NCc1ccncn1	-0.57
C/C=C/c1ccccc1[C@H]1[C@@H](C#N)N(C(C)=O)[C@@H]1CO	0.41
O=C(C1CCOCC1)N1[C@H](CO)[C@@H](c2ccccc2)C12CN(Cc1cccc(Cl)c1)C2	-0.59
CS(=O)(=O)N1CC(=O)N2[C@H](CO)[C@H](c3ccc(C#CCc4ccccc4)cc3)[C@@H]2C1	0.97
CCC(=O)N1CCCCN2[C@H](C1)[C@H](c1ccc(-c3cccc(C#N)c3)cc1)[C@@H]2CO	3.2
COCC(=O)N1CC[C@@H]2[C@H](CO)Nc3ccc(C#Cc4ccc(F)cc4)cc3[C@@H]21	1.5
N#C[C@@H]1[C@H](c2ccccc2-c2ccccc2)[C@H](CO)N1C(=O)NC1CCCC1	4.3
COC(=O)C[C@H]1CC[C@@H]2[C@H](COC[C@H](O)CN2S(=O)(=O)c2cn(C)cn2)O1	-1.2
COc1ccccc1-c1ccc([C@@H]2[C@@H](CO)N3CCCCN(C(=O)CN4CCOCC4)C[C@H]23)cc1	1.9
CO[C@@H]1CC[C@@H]2CCN(C)C(=O)[C@@H](C)CN(C)C(=O)c3cc(C#N)ccc3OC[C@H]1O2	0.12
O=C(c1cnccn1)N1CC(=O)N2[C@H](C1)[C@@H](c1ccc(-c3cccc(F)c3)cc1)[C@@H]2CO	-4*
O=S(=O)(c1ccccc1)N1[C@H](CO)[C@H]2c3ccccc3NC[C@H]21	1.9
O=C1C[C@@H](c2ccccc2)C(=O)N[C@@H](c2ccccc2)C/C=C\C[C@H](c2ccccc2)N1	0.13
C[C@H](CO)N1C[C@H](C)[C@@H](CN(C)C(=O)NC2CCCCC2)OCc2cn(nn2)CCCC1=O	-2
COc1ccccc1-c1cnc2c(c1)C(=O)N([C@@H](C)CO)C[C@H](C)[C@H](CN(C)C(=O)CC1CC1)O2	0.28
CO[C@@H]1CN(C)C(=O)c2ccc(NC(=O)Nc3ccc(F)cc3)cc2OC[C@@H](C)N(C(=O)c2ccc(F)cc2)C[C@H]1C	1.3
O=C(C[C@H]1CC[C@@H]2[C@H](COC[C@H](O)CN2C(=O)c2cnccn2)O1)N1CCN(c2ccccc2)CC1	1.7
N#C[C@@H]1[C@H](c2ccc(C3=CCCCC3)cc2)[C@@H](CO)N1C(=O)Cc1ccncc1	7.6
COc1ccc2c3c(n(C)c2c1)[C@H](CO)NCC31CCN(Cc2cc(F)ccc2F)CC1	-0.37
CC(C)NC(=O)N1[C@@H]2CNC[C@H]1C2c1ccc(-c2cccc(C#N)c2)cc1 (some centres undefined)	3.9&2
CNC[C@@H]1Oc2cc(C#Cc3ccccc3OC)ccc2S(=O)(=O)N([C@H](C)CO)C[C@H]1C	-1.1
CO[C@H]1CN(C)C(=O)c2ccc(NC(=O)c3cc(C)on3)cc2OC[C@@H](C)NC[C@H]1C	1.1
COCC(=O)N1CC(=O)N2[C@H](CO)[C@H](c3ccc(C#CC4CCCCC4)cc3)[C@@H]2C1	1.8
O=C(c1cnccn1)N1CC(=O)N2[C@H](CO)[C@@H](c3ccc(/C=C/c4ccccc4)cc3)[C@@H]2C1	-5.5*
COc1ccc2c3c(n(C)c2c1)[C@H](CO)N(S(=O)(=O)c1cn(C)cn1)CC31CCN(C)CC1	1.4
CN(C)CC(=O)N1[C@H](C#N)[C@H](c2ccc(-c3ccccc3F)cc2)[C@@H]1CO	-1.6
C[C@@H]1CN([C@H](C)CO)C(=O)c2cc(NC(=O)Nc3cccc4ccccc34)ccc2O[C@@H](C)CCCCO[C@H]1CN(C)S(=O)(=O)c1cn(C)cn1	-1.4
CC(C)NC(=O)N1[C@H](CO)[C@@H]2c3ccccc3NC[C@@H]21	2.9
CCCC#Cc1ccc([C@H]2[C@@H](CO)N3C(=O)CN(C(=O)c4cccnc4)C[C@@H]23)cc1	-0.51
O=C(c1cnccn1)N1CC(=O)N2[C@H](C1)[C@H](c1ccc(C#CCC3CCCC3)cc1)[C@@H]2CO	3.9
COc1ccc(C#Cc2ccc([C@H]3[C@@H](CO)N4C(=O)CN(C(=O)c5ccc(F)cc5)C[C@H]34)cc2)cc1	0.48
CN(C[C@H]1[C@H](c2ccccc2)[C@@H](CO)N1C(=O)C1CCC1)C(=O)c1ccccn1	0.16
C[C@@H]1CN([C@H](C)CO)C(=O)c2ccccc2-c2ccccc2CO[C@@H]1CN(C)Cc1ccccc1C(F)(F)F	0.67
CO[C@@H]1CN(C)C(=O)c2cc(NC(=O)CN(C)C)ccc2OC[C@@H](C)N(Cc2ccccc2F)C[C@H]1C	1.4
CNC[C@@H]1OCCCC[C@@H](C)Oc2ccc(NS(=O)(=O)c3ccc(F)cc3)cc2C(=O)N([C@H](C)CO)C[C@H]1C	0.19
O=C1CN(S(=O)(=O)Cc2ccccc2)C[C@@H]2[C@@H](c3ccc(C#Cc4ccc(F)cc4)cc3)[C@H](CO)N12	1.4
OC[C@H]1[C@H](c2ccc(C#Cc3cccnc3)cc2)[C@@H]2CN(Cc3ccccc3F)CCCCN12	-0.51
CC(C)NC(=O)N1[C@H](CO)[C@@H](c2ccccc2)C12CN(C(=O)Cc1cccnc1)C2	-0.74

Of the compounds above, two contain a CF3 group.
SMILES	IDE exosite inh
Cc1noc(C)c1S(=O)(=O)Nc1cccc2c1O[C@@H](CN(C)Cc1ccc(C(F)(F)F)cc1)[C@@H](C)CN([C@H](C)CO)C2=O	1.6
C[C@@H]1CN([C@H](C)CO)C(=O)c2ccccc2-c2ccccc2CO[C@@H]1CN(C)Cc1ccccc1C(F)(F)F	0.67

Three entries already listed, sorted by the number in IDE exosite inh, ascending.
Molecule	IDE exosite inh
CNC[C@@H]1OCCCC[C@@H](C)Oc2ccc(NS(=O)(=O)c3ccc(F)cc3)cc2C(=O)N([C@H](C)CO)C[C@H]1C	0.19
CO[C@H]1CN(C)C(=O)c2ccc(NC(=O)c3cc(C)on3)cc2OC[C@@H](C)NC[C@H]1C	1.1
O=C1CN(S(=O)(=O)Cc2ccccc2)C[C@@H]2[C@@H](c3ccc(C#Cc4ccc(F)cc4)cc3)[C@H](CO)N12	1.4

Going on with the list:
SMILES	IDE exosite inh
C[C@@H](O)C#Cc1ccc([C@@H]2[C@H]3CN(C(=O)c4ccc(F)cc4)CCCCN3[C@H]2CO)cc1	2.2
N#Cc1cccc(-c2ccc([C@H]3[C@@H](CO)N[C@@H]3CNC(=O)C3CCC3)cc2)c1	-0.53
C[C@@H]1CC(=O)N[C@@H](c2ccccc2)C/C=C\C[C@H](c2ccc3c(c2)OCO3)NC1=O	0.4
O=C(C1CCOCC1)N1CC(=O)N2[C@@H](CO)[C@@H](c3ccc(C#CCc4ccccc4)cc3)[C@@H]2C1	-1.1
COCC(=O)N1CC(=O)N2[C@H](C1)[C@@H](c1ccc(-c3ccccc3)cc1)[C@@H]2CO	0.59
Cc1ccccc1S(=O)(=O)N1CCCCN2[C@H](CO)[C@@H](c3ccc(C#CCN(C)C)cc3)[C@H]2C1	-0.051
O=C(c1ccccn1)N1CC[C@@H]2[C@@H](CO)Nc3ccc(Br)cc3[C@@H]21	2.6
O=C1CN(Cc2ccc(F)cc2)C[C@H]2[C@H](c3ccc(-c4ccccc4)cc3)[C@@H](CO)N12	-2.7
O=C(NC1CCCC1)N1CC(=O)N2[C@H](CO)[C@H](c3ccc(-c4ccc(F)cc4)cc3)[C@@H]2C1	3.7
O=C(c1cccnc1)N1CC2(C1)[C@@H](c1ccccc1)[C@@H](CO)N2Cc1ccc(Cl)cc1	-0.95
CO[C@@H]1CN(C)C(=O)c2cc(NC(=O)c3ccc(Oc4ccccc4)cc3)ccc2OC[C@@H](C)NC[C@H]1C	-14*
CCNC(=O)C[C@@H]1CC[C@@H]2[C@H](COC[C@H](O)CN2C(=O)c2ccccn2)O1	-0.5
c1cc(-c2ccc(C3[C@@H]4CN(Cc5nccs5)C[C@H]3N4)cc2)ccn1 (some centres undefined)	0.29
O=C1N[C@H](Cc2ccccc2)COCc2cn(nn2)CC[C@H]1Cc1cccc(F)c1	0.9
CN1C(=O)c2cc(NS(C)(=O)=O)ccc2OC[C@@H]2O[C@H](CC(=O)NCc3ccccc3)CC[C@H]21	-1.1
CC=Cc1ccc2n(c1=O)C[C@@H]1[C@@H](CO)[C@H](C(=O)N3CCOCC3)N(Cc3ccccc3)[C@H]21 (mixture of isomers)	0.67
COCC(=O)N1CCCCN2[C@H](CO)[C@@H](c3ccc(-c4cccc(C)c4)cc3)[C@@H]2C1	-5.3*
O=C(C[C@H]1C[C@H]2c3cc(NC(=O)c4ccc5c(c4)OCO5)ccc3O[C@H]2[C@H](CO)O1)NCCN1CCCCC1	-0.48
CCS(=O)(=O)N1CC2(CN(C(=O)c3ccc(F)cc3)[C@@H](CO)c3[nH]c4cc(OC)ccc4c32)C1	0.43
C/C=C/c1ccc(C2[C@@H]3CN(S(=O)(=O)c4ccccc4F)C[C@H]2N3)cc1 (some centres undefined)	-0.79

The list goes on; the last 3 above are carried over.
SMILES	IDE exosite inh
O=C(C[C@H]1C[C@H]2c3cc(NC(=O)c4ccc5c(c4)OCO5)ccc3O[C@H]2[C@H](CO)O1)NCCN1CCCCC1	-0.48
CCS(=O)(=O)N1CC2(CN(C(=O)c3ccc(F)cc3)[C@@H](CO)c3[nH]c4cc(OC)ccc4c32)C1	0.43
C/C=C/c1ccc(C2[C@@H]3CN(S(=O)(=O)c4ccccc4F)C[C@H]2N3)cc1 (some centres undefined)	-0.79
C[C@@H]1CN([C@H](C)CO)S(=O)(=O)c2ccc(C#Cc3ccccc3F)cc2O[C@@H]1CN(C)C(=O)Cc1cccnc1	-0.23
CCN(C[C@@H]1[C@@H](c2ccc(-c3ccccc3)cc2)[C@@H](CO)N1CC1CC1)C(C)=O	4.9
Cc1ccccc1S(=O)(=O)N1CCCCN2[C@H](CO)[C@H](c3ccc(-c4cccc(F)c4)cc3)[C@H]2C1	0.84
C/C=C/c1ccc([C@@H]2[C@H](CO)N(C(C)=O)[C@H]2CN(C(C)=O)C2CCCC2)cc1	-0.46
COc1ccc(C#Cc2ccc([C@H]3[C@H](CO)N4CCCCN(S(=O)(=O)c5cn(C)cn5)C[C@@H]34)cc2)cc1	0.28
COCCN(C[C@H]1[C@@H](c2ccccc2)[C@H](CO)N1C(C)=O)C(=O)c1ccncc1	1
COc1ccccc1C#Cc1ccc([C@H]2[C@H](C#N)N(C(=O)C3CC3)[C@H]2CO)cc1	-7.6*
O=C(c1ccncc1)N1CC(=O)N2[C@H](CO)[C@@H](c3ccc(-c4ccccc4)cc3)[C@@H]2C1	-0.24
O=C(NC1CCCCC1)N1CC2(C1)[C@H](c1ccccc1)[C@H](CO)N2CC1CCCC1	0.35
N#C[C@H]1[C@@H](c2ccccc2-c2cccc(F)c2)[C@H](CO)N1C(=O)C1CCC1	2.2

Entries listed so far with bromine (three):
SMILES	IDE exosite inh
OC[C@H]1[C@@H](c2ccc(Br)cc2)[C@H]2CNCCCCN21	0.18
O=C(Cc1ccccc1)N1CC(=O)N2[C@@H](CO)[C@@H](c3ccc(Br)cc3)[C@@H]2C1	1.1
O=C(c1ccccn1)N1CC[C@@H]2[C@@H](CO)Nc3ccc(Br)cc3[C@@H]21	2.6

Compound activity as filed in PubChem BioAssay.
